# Xi reactivation – activators of inactive X chromosome reactivation, primary screen, imaging, XiGFP fibroblasts, GFP high-content imaging, set 2. 360,000 tested, 0.055% active. XiGFP mouse fibroblasts, % GFP-positive cells imaging, 3 d; cells co-treated with 5-aza-dC sensitizer; scaled so ellipticine positive control = 100%. activation, % at 7.58 µM;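 active = mean normalized replicate activation at least 10% and every replicate at or above 10%; inconclusive = only one of the two criteria met; inactive = mean below 10% and not all replicates reach 10%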;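 also: 0% = median of on-plate neutral control wells and 100% = ellipticine 6 µM median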
#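 Schedule: 3 d treatment, 15 min room-temperature fixation; system: 68-5-11 XiGFP fibroblast line; buffer or medium: DMEM plus 5-aza-dC sensitizer; control set: ellipticine 6 µM positive control; compound: one concentration, pinned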
# EWS-Fli inh – EWS/Fli-driven NR0B1 reporter inhibitors, primary screen, A673 cells, NR0B1 luciferase, luminescence, MLPCN library. 350,000 tested, 0.67% active. viability-normalised. inhibition, % at 12.6 µM;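 active = mean inhibition of at least 50% after viability correction, with every replicate also passing that limit; inconclusive = mean reaches 50% but only one of two replicates passes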;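 also: firefly luciferase signal divided by Alamar Blue viability fluorescence both relative to DMSO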
# esBAF inh – Bmi1 luciferase reporter increase in mESCs, primary screen, esBAF inhibitor project, mouse ES cells, Bmi1 luciferase knock-in, single point. 24 h; 100% = twice the neutral-well signal. reporter increase, % at 12.5 µM. 350,000 tested, 2% active. AID 602393, 2012; in the data active = activation above about 40%; inconclusive = no clear call, values can overlap the other calls;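 also: 0% = median of the plate's neutral control wells and 100% = double that signal; a rise in the Bmi1 reporter signal indicates esBAF inhibition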
# RAD52 inh – RAD52 DNA annealing inhibitors, primary screen, biochemical, FRET, single point, set 2; 360,000 tested, 0.46% active; AID 651710, 2012; recombinant RAD52 DNA annealing, FRET fluorescence; inhibition, % at 18.7 µM;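 active = every replicate showing at least 50% inhibition; inconclusive = mean inhibition at least 50% but not in every replicate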
# Target sequence (P43351 whole entry, looked up): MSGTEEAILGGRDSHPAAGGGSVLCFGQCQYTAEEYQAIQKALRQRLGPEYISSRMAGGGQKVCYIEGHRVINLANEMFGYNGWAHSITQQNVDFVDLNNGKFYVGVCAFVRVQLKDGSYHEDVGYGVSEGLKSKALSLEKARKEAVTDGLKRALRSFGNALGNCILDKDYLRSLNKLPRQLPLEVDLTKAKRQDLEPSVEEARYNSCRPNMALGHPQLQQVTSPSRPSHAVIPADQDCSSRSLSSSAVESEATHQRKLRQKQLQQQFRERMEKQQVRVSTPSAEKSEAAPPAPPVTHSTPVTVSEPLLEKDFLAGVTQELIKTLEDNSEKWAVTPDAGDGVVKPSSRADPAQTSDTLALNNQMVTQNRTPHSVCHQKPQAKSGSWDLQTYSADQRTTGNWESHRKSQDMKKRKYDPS
# RAD54 branch – inhibitors of human RAD54 branch migration, primary screen, biochemical, fluorescence, single point; DNA repair and recombination protein RAD54-like (Homo sapiens), Q92698; RAD54 Holliday junction branch migration, FAM/BHQ fluorescence; inhibition, % at 10.4 µM; 360,000 tested, 0.14% active;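 active = mean normalized replicate activity at least 40 and at least half of replicates scoring 40 or more; inconclusive = only one of the two criteria met; inactive = mean below 40 and under half of replicates reaching 40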;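 also: 0% = median of neutral control wells and 100% = median of positive control wells; inhibitors cause a drop in the FAM fluorescence signal; in these data hits start at about 50%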
# FN deposit inh – inhibitors of fibronectin matrix deposition, primary screen, AH1F cells, Alexa488-fibronectin fluorescence, plate reader; AID 743247, 2014; inhibition, % at 12.6 µM; 350,000 tested, 0.086% active; AH1F fibroblasts, overnight;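 active = mean inhibition across replicates of 30% or more, regardless of how many single replicates reach that level; inconclusive = mean under 30% yet at least half of replicates reach 30%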;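 also: positive control wells lacked labelled fibronectin entirely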
#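 Test system: AH1F fibroblast monolayer depositing Alexa488-labelled fibronectin into matrix. Input: 10000 cells per well. Technique: fluorescence, ex 485 nm, em 525 nm. Buffer or medium: DMEM plus 2% serum, read in PBS. Timing: 1 h cell adhesion before compound, then overnight fibronectin incubation. Compound: single dose, pinned. Read-out basis: inhibition from reduced deposited-fibronectin fluorescence.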
# S100A4 inh HTS – inhibitors of S100A4-myosin IIA peptide binding, primary screen, biochemical, fluorescence polarization, TAMRA-MyoIIA peptide; 360,000 tested, 0.14% active; AID 652163, 2013; inhibition, % at 10.7 µM; Protein S100-A4 (Homo sapiens), P26447;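 active = mean inhibition of at least 70% across replicates, with every replicate also reaching that level; inconclusive = mean inhibition reaches 70% but some replicates fall short; inactive = mean inhibition below 70%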
#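 Test system: S100A4 monomer protein; Medium: HEPES pH 7.2 with CaCl2, KCl, NaCl, DTT, Triton; Probe or stimulus: TAMRA-labelled myosin IIA heavy-chain peptide probe, 5 nM; Doses: one dose per compound; Times: polarization read 5 min after assay mix addition, stable 5–60 min; Benchmarks: neutral control DMSO, positive control TFP.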
# E-selectin induc – E-selectin induction in HUVECs, primary screen, imaging, HUVEC, immunofluorescence imaging, single point; P16581; normalized: neutral wells 0, TNF-alpha wells 100; activation, % at 7.58 µM; 260,000 tested, 0.37% active; AID 686992, 2013;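 active = mean E-selectin-positive cell signal at least 10% of the positive control, reached in at least 60% of replicates, without over 20% cell loss; inconclusive = no rule given, readout overlaps actives, possibly toxicity-flagged; inactive = the rest, including those meeting only one limit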;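 also: in these data hits start at about 27%; measured in HUVEC primary endothelial cells; signal is the percent of cells scored E-selectin positive by PE staining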
# Target sequence (P16581 whole entry, looked up): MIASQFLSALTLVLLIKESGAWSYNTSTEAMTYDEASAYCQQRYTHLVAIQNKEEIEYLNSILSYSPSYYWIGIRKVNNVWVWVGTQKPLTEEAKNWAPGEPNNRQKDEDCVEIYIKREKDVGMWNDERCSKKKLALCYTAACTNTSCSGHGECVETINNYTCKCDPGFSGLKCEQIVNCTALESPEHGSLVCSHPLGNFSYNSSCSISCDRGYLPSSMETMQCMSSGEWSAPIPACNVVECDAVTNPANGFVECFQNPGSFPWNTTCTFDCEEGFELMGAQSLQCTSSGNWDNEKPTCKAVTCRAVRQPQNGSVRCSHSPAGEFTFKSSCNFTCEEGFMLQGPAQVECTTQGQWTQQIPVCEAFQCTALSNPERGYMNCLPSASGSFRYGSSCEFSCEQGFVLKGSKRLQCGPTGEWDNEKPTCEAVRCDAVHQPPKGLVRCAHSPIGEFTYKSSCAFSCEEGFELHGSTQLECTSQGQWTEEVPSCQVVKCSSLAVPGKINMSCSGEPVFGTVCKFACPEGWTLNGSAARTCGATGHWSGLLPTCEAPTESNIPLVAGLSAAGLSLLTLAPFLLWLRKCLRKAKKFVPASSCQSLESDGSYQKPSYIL
#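 System: HUVEC / Compound: single concentration / Signal: immunofluorescence imaging / Read-out: percent E-selectin-positive cells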
# * marks the source's active call; other numbers are inactive results; ? = inconclusive; nt = no result given; & = joins results of further samples. Compounds as they come; 3% or so of the library scored in one or more.
# Each structure is followed by: esBAF inh	S100A4 inh HTS	Xi reactivation	RAD54 branch	FN deposit inh	E-selectin induc	EWS-Fli inh	RAD52 inh
CC(C)(C)OC(=O)N1CCC(CC2CC(c3ccccc3)=NO2)(C(=O)NCc2ccccc2)CC1 (stereo not given)
→ 5	-2	0.2	3	-2	-0.1	-50	-17
COc1cc(NC(=O)C(C)(C)C)c(C(=O)OCC(=O)Nc2cc(C)on2)cc1OC
→ -10	-6	0.0	-2	-4	-0.4	-11	-2
CN(C)C(=O)C[C@H]1CC[C@H]2[C@@H](COc3ccc(NC(=O)C4CC4)cc3C(=O)N2C)O1
→ 0	13	0.0	6	-3	0.0	3	-4
CCCNC(=O)N1C[C@@H](O)COC[C@@H]2O[C@@H](CC(=O)NCCCN3CCOCC3)CC[C@H]21
→ -2	-4	0.2	-5	-12	0.2	3	7
C[C@H]1CN([C@@H](C)CO)S(=O)(=O)c2ccc(-c3ccccc3)cc2O[C@H]1CN(C)C(=O)C1CCCCC1
→ 2	-27	1.1	4	nt	-0.2	1	6
CC(C)[C@H](NC(=O)OCc1ccccc1)C(=O)OCC(=O)NCc1ccco1
→ -1	-1	0.0	2	17	1.6	19	-19
C[C@@H]1CN([C@@H](C)CO)C(=O)c2cc(NC(=O)Cc3cn(C)c4ccccc34)ccc2O[C@H]1CN(C)Cc1ccc(-c2ccccc2)cc1
→ 0	1	0.0	nt	nt	0.5	2	30
Cc1onc(-c2ccccc2)c1C(=O)OCC(=O)N(C)c1ccccc1
→ -16	-8	-0.2	-3	-10	nt	-1	-11
Cc1csc(NC(=O)Cc2ccccc2Cl)n1
→ ?	6	-0.1	-3	2	-0.1	-90	-32
C[C@@H]1CN([C@@H](C)CO)C(=O)Cc2cc(NC(=O)NC3CCCCC3)ccc2O[C@H]1CN(C)S(=O)(=O)c1ccc(Cl)cc1
→ 1	-9	-0.3	11	nt	0.4	-1	14
COc1ccccc1C=NNC(=O)c1ccccc1OCCOc1ccccc1
→ -6	-2	0.1	-8	-6	0.6	-8	-4
Cc1noc(C)c1NC(=O)N(C)C[C@@H]1Oc2c(NC(=O)C3CCCCC3)cccc2C(=O)N([C@H](C)CO)C[C@@H]1C
→ 3	0	-1.0	5	nt	0.5	-4	5
N#CCCn1cc(/C=N/NC(N)=S)c(-c2ccc(Br)cc2)n1
→ nt	4	0.5	nt	9	3.9	-3	-17
C/C(CC(=O)Nc1ccccn1)=N\NC(=O)c1ccc([N+](=O)[O-])cc1Cl
→ -4	-1	0.1	-3	2	nt	-9	-21
CCN(C[C@H]1N[C@@](Cc2ccccc2)(C(=O)OC)[C@H]2C(=O)N(Cc3ccccc3)C(=O)[C@@H]12)C(=O)Nc1ccc(F)cc1
→ 4	-1	0.0	-4	nt	0.0	-5	-6
COc1ccccc1OCCn1cc(/C=C(\C#N)C(=O)NCc2cccs2)c2ccccc21
→ nt	-2	0.7	4	9	0.6	-8	-10
C[C@H]1CN([C@@H](C)CO)S(=O)(=O)c2ccc(C#CCN(C)C)cc2O[C@H]1CN(C)C
→ 5	7	-0.1	-33	10	0.5	3	15
CC(=O)Nc1ccc2c(c1)C(=O)N(C)[C@@H]1CC[C@H](CC(=O)NCc3ccc4c(c3)OCO4)O[C@@H]1CO2
→ -7	nt	0.3	-8	-13	0.0	4	nt
COC(=O)c1ccccc1NC(=O)Cn1cnc2c(cnn2-c2ccccc2)c1=O
→ 1	1	nt	-4	nt	nt	-12	-17
CCCN1C(=O)c2cc(C(=O)Nc3ccccc3CC)ccc2C1O (stereo not given)
→ 15	-1	-0.1	-7	-4	nt	-5	7
O=C(NC(=S)Nc1cccc(O)c1)C12CC3CC(CC(C3)C1)C2
→ 47*	-4	0.3	-12	1	-0.1	-53	-22
COc1ccc(C2=CC(=O)C[C@H](c3ccc(OC)c(OC)c3)C2)cc1
→ 6	-4	0.0	-6	-8	-0.1	2	-2
C[C@H]1CN([C@@H](C)CO)C(=O)Cc2cc(NC(=O)CCN3CCOCC3)ccc2O[C@H]1CN(C)C(=O)NC1CCCCC1
→ 0	5	-0.5	16	-3	0.1	0	14
Cc1noc(C)c1NC(=O)N(C)C[C@@H]1OCCCC[C@H](C)Oc2ccc(NS(=O)(=O)c3c(C)noc3C)cc2C(=O)N([C@@H](C)CO)C[C@@H]1C
→ 6	-7	-0.7	2	nt	-0.1	-7	3
Cc1ccc(S(=O)(=O)CCC(=O)N(Cc2nnc(-c3ccc(Cl)cc3)o2)C2CC2)cc1
→ 28	-4	0.0	-3	1	nt	-23	-17
CSCCC(C)N1CCC(Oc2ccc(C(=O)N3CCCC3)cc2)CC1 (stereo not given)
→ 0	-4	0.5	3	nt	-0.8	nt	-21
CC(=O)N1CCN(c2ccc(Oc3nc(-c4ccccc4)nc4ccccc34)cc2)CC1
→ 0	0	0.3	nt	-5	-0.2	-12	-9
CCCn1c(N)c(N(CCOC)C(=O)C2CCCC2)c(=O)[nH]c1=O
→ 3	-7	0.2	-4	4	0.0	-1	-10
Cc1ccc(S(=O)(=O)N(C)C[C@@H]2OCCCC[C@H](C)Oc3ccc(NC(=O)Nc4ccc(C(F)(F)F)cc4)cc3C(=O)N([C@@H](C)CO)C[C@@H]2C)cc1
→ -11	34	0.5	-2	-10	nt	6	-49
OC(c1ccco1)c1nc(-c2ccc(F)c(Cl)c2)cs1 (stereo not given)
→ -7	0	0.2	-7	13	0.7	-14	-63
CCC(CNC(=O)c1c(C)nn(-c2ccccc2)c1Cl)c1ccccc1 (stereo not given)
→ -3	-1	0.0	-6	-5	nt	16	-13
COC(=O)c1ccc(COc2ccccc2/C=C(\C#N)C(=O)Nc2ccc(C)cc2C)cc1
→ nt	-3	0.5	-11	-4	nt	-9	-10
Cc1ccc(S(=O)(=O)N2[C@H](CC(=O)c3cccs3)OC[C@@H]2C)cc1
→ nt	1	0.2	nt	4	-0.2	-4	-18
O=[N+]([O-])c1cc(NCCO)c(N2CCCCCC2)c2nonc12
→ -10	-13	0.1	1	8	0.4	3	-16
C[C@@H]1CN([C@H](C)CO)C(=O)Cc2cc(NC(=O)Cc3cn(C)c4ccccc34)ccc2O[C@H]1CN(C)Cc1ccc(Oc2ccccc2)cc1
→ 3	nt	-0.8	-2	nt	-1.2	2	nt
Cc1ccc(NC(=O)COc2coc(CN3CCc4ccccc43)cc2=O)c(C)c1
→ -3	-4	-0.7	13	-4	-1.9	5	-10
C[C@@H]1CCCCO[C@@H](CN(C)S(=O)(=O)c2cccs2)[C@H](C)CN([C@@H](C)CO)C(=O)c2cc(NC(=O)Nc3ccc4c(c3)OCO4)ccc2O1
→ 1	6	0.1	-4	nt	-0.1	-2	4
O=C(Cc1ccccn1)N1CC(=O)N2[C@H](C1)[C@@H](c1ccc(C#CC3CCCCC3)cc1)[C@@H]2CO
→ nt	25	0.0	nt	-11	0.0	-15	-6
CC(C)NC(=O)N(C)C[C@H]1OCCCC[C@@H](C)Oc2ccc(NS(=O)(=O)c3ccccc3)cc2C(=O)N([C@@H](C)CO)C[C@@H]1C
→ nt	17	-1.1	nt	nt	-0.2	19	3
O=C(NNC(=O)c1cc2ccccc2oc1=O)c1ccccc1
→ 55*	-3	0.0	7	-7	-0.3	-54	-3
CCOC(=O)c1cc2c(OC)ccc(OC)c2n1CC(=O)c1ccccc1
→ -13	-7	0.0	-8	-2	0.2	-8	-6
O=C(O)c1ccc(Oc2nc3ccccc3s2)cc1
→ nt	-4	1.5	nt	nt	-0.2	-51	2
COc1ccc(NC(=O)Nc2ccc3c(c2)C(=O)N([C@@H](C)CO)C[C@H](C)[C@@H](CN(C)Cc2ccc(Cl)c(Cl)c2)OCCCC[C@@H](C)O3)cc1
→ -5	-7	0.1	1	nt	-0.2	3	-4
O=S(=O)(N[C@H]1CC[C@@H](CCn2cc(C3(O)CCCC3)nn2)O[C@H]1CO)c1ccc(F)cc1
→ -3	-3	-0.7	2	nt	1.0	3	-8
C[C@@H]1CN([C@H](C)CO)C(=O)CCCn2nncc2CO[C@H]1CN(C)C(=O)NC1CCCCC1
→ -5&-4	-2&6	0.0&-0.1	3&5	1&3	-0.2&0.0	1&1	-7&12
CCOc1ccccc1NC(=O)CSc1nnc(CNC(=O)c2cccs2)o1
→ 3	-2	0.0	1	4	-0.3	nt	-4
COC(=O)c1sc(C(F)(F)F)c(-c2ccccc2)c1S(=O)(=O)N1CCCC1
→ 1	-3	0.0	-4	-1	0.1	6	-6
CC(C)CC1C(=O)N(Cc2cn(CCC3OCCO3)nn2)CCS(=O)(=O)N1Cc1ccc(-c2ccc(Cl)c(Cl)c2)cc1 (stereo not given)
→ 9	-5	0.4	4	1	-0.1	0	-7
CC(=O)c1ccc(NC(=O)CN2CCC(C(=O)c3ccc4c(c3)OCCO4)CC2)cc1
→ 24	-1	-0.1	-6	-3	nt	-9	-25
Cc1ccc(NC(=O)CN2C(=O)S/C(=C\C(=O)Nc3ccc(Cl)cc3)C2=O)cc1
→ nt	-2	0.0	nt	4	-1.4	18	-4
COCC(=O)Nc1ccc2c(c1)OC[C@H](C)N(Cc1ccccc1)C[C@@H](C)[C@H](OC)CN(C)C2=O
→ 4	7	0.3	4	-9	-0.3	0	19
CCn1c(SCC(=O)N2CCC(C)CC2)nc2c(c1=O)SCC2
→ 0	-6	0.2	-5	nt	0.0	nt	-12
Cc1ccc(S(=O)(=O)NCCN2CCNC2=O)cc1
→ nt	0	-0.1	nt	1	nt	9	-7
O=C(C1CCC1)N1CC(=O)N2[C@H](CO)[C@@H](c3ccc(-c4cccnc4)cc3)[C@H]2C1
→ nt	3	0.0	nt	-8	0.2	-1	-4
CN(C)S(=O)(=O)c1cccc(NC(=S)Nc2ccc3cn[nH]c3c2)c1
→ nt	-2	0.0	nt	2	-0.3	-3	-5
O=C(COC(=O)c1cncc(Br)c1)Nc1nc(-c2ccc(F)cc2)cs1
→ ?	0	-0.2	-11	-2	nt	-17	-26
COc1ccc(CC(=O)Nc2ccccc2N2CCOCC2)cc1OC
→ nt	1	-0.1	nt	nt	nt	-20	-2
C[C@@H]1CCCCO[C@@H](CN(C)S(=O)(=O)c2cn(C)cn2)[C@H](C)CN([C@@H](C)CO)C(=O)c2cc(NC(=O)C3CCCCC3)ccc2O1
→ -12	116*	0.1	0	nt	0.0	-2	19

# Compound activity from PubChem.
